AID inh – activation induced cytidine deaminase inhibition; Q9GZX7; AID 1347428; hit rate 0.32% among 91,000; AID deamination FRET fluorescence, UDG-coupled, 4 h; Potency, µM (doses to about 115 µM), without a hit: top-dose activity change, negative = inhibition, actives largely listed as inhibitors; also: nearly all actives have a fitted effect of over 25% in size
Target sequence (Q9GZX7 whole entry, looked up): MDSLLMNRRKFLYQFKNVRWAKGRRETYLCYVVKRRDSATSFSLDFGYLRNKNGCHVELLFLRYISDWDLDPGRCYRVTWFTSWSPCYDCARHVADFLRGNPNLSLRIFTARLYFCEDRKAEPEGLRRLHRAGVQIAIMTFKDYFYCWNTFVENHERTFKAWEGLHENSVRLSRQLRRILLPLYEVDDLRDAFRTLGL
UDG counter – UDG inhibition counter-screen. FRET deamination/UDG coupled assay, UDG read, 4 h. Potency, µM (doses to about 115 µM), inactives show top-dose activity change, negative = inhibition, usual class: inhibitors. hit rate 0.14% among 91,000. AID 1347430; also: nearly all actives have a fitted effect of over 65% in size
* marks the source's active call; other numbers are inactive results; ? = inconclusive; [ ] = another dose, or the depositor's remark. Calls follow the shape of the dose curve; as a rule, active = well fitted curve in the direction sought with a large enough effect; inconclusive = small, poorly fitted or top-dose-only effect, or another doubt; inactive = no such curve, though single readings can be large; an effect the other way counts as inactive or inconclusive. % is scaled to controls: 0 for no effect and ±100 for the full control effect; potency is read from the fitted curve at half-maximal effect.

Every second line gives: AID inh, UDG counter
- CCOCCCn1c(=N)c(S(=O)(=O)c2ccccc2)cc2c(=O)n3cc(C)ccc3nc21
 : 130%[activator], 9%
- O=C(COC(=O)C1C=CCCC1)c1ccc(Cl)cc1 (configuration not stated)
 : 18%, -7%
- CC(=O)N1CCN(c2csc3ccc(Cl)cc3c2=O)CC1
 : 23%, 7%
- CCOc1ccc(CNc2nc3nc(C)c(Cc4ccccc4)c(=O)n3[nH]2)cc1
 : 11%, -5%
- COc1ccc(CNC(=O)CS(=O)Cc2nc(-c3cccc(C)c3)oc2C)cc1 (configuration not stated)
 : -23%, -15%
- CCCCCCCOc1ccc(OC(=O)c2ccc(-c3ccc(CCC)cn3)cc2)cc1
 : 1%, 4%
- O=C1CS(=O)(=O)C2(C(=O)N(Cc3cccc(F)c3)c3ccccc32)N1c1ccccc1 (configuration not stated)
 : -11%, 0%
- CCOc1ccc(NC(=O)c2ncn(-c3ccccc3)n2)cc1
 : -12%, -10%
- O=S(=O)(NCCO)c1ccc(Cl)cc1
 : -2%, 0%
- CSC1=NC2(CCN(C(=O)NC3CCCCC3)CC2)N=C1c1ccc(C(C)(C)C)cc1
 : 0%[57.5 µM], -2%[57.5 µM]
- CC(C)C(C)NC(=O)CSc1ccc2ccccc2n1 (configuration not stated)
 : 1%, 1%
- CC(Sc1nc(C(F)(F)F)nc2ccccc12)C(=O)N1c2ccccc2CC1C (configuration not stated)
 : -11%, 6%
- COc1ccc(OC)c(NC(=O)c2cc3c(=O)oc4ccccc4c3s2)c1
 : 18%, -1%
- CC(C)=CC1C(C(=O)NC2CC(C)(C)NC(C)(C)C2)C1(C)C (configuration not stated)
 : -3%, 0%
- COc1ccc(NC(=O)C2CCCN(S(=O)(=O)c3cn(C)cn3)C2)cc1Cl (configuration not stated)
 : 15%, -1%

Quoted at random: two records from the list.
Every second line gives: AID inh, UDG counter
- CCOCCCn1c(=N)c(S(=O)(=O)c2ccccc2)cc2c(=O)n3cc(C)ccc3nc21
 : 130%[activator], 9%
- COc1ccc(CNC(=O)CS(=O)Cc2nc(-c3cccc(C)c3)oc2C)cc1 (configuration not stated)
 : -23%, -15%

Following part:
Every second line gives: AID inh, UDG counter
- CCc1ccccc1NC(=O)N1CCN(C(=O)c2nsc3ccccc23)CC1
 : 7%, 14%
- Cc1oc(-c2cccc(Cl)c2)nc1CN1CCC(C(=O)NCc2ccc(F)cc2)CC1
 : -28%, ?
- O=C(Nc1ccc(Cl)c(C(F)(F)F)c1)c1ccc(I)cc1
 : -9%, -11%
- CCc1ccccc1-n1c(C)c(C)n2c3c(=O)[nH]c(=O)n(C)c3nc12
 : -7%, 4%
- CCCc1nn(-c2cc(Cl)ccc2OC)c2c1C(=O)CCC2
 : -6%, 3%
- Cc1ccc2nc(SCC(=O)Nc3ccccc3C(=O)Nc3ccc4c(c3)OCO4)[nH]c2c1
 : -1%, 8%
- COc1ccc(-n2c(C)nc3cc(C(=O)NC4CCCCCC4)ccc32)cc1
 : ?, -9%
- CCCCN(C)C(=O)C1CCC(CNS(=O)(=O)c2ccc(Cl)cc2)CC1 (configuration not stated)
 : 7%, -26%
- COc1ccc(-c2nc3c(C#N)c[nH]n3c2NC2CCCC2)cc1
 : -13%, 0%
- O=C(NC(c1ccc(Cl)cc1)C1CC1)c1ccccc1C(F)(F)F (configuration not stated)
 : 0%, 4%
- NC(N)=NN=C1CCCCCCCCCCC1
 : -11%, 5%
- O=C(COC(=O)c1cccc(C(F)(F)F)c1)c1cccc([N+](=O)[O-])c1
 : -2%, -6%
- CNC(=O)Cn1nc(-c2ccc(Cl)cc2)c2ccccc2c1=O
 : -6%, 1%
- CNc1snc(C)c1C(=O)N(C)CCOc1ccccc1C
 : 4%, -1%
- O=C(NCCc1ccccc1)c1cnn(-c2ccc(F)cc2)c1-n1cccc1
 : -12%, -3%

In the list so far, 10 have a Cl atom.
Every second line gives: AID inh, UDG counter
- O=C(COC(=O)C1C=CCCC1)c1ccc(Cl)cc1 (configuration not stated)
 : 18%, -7%
- CC(=O)N1CCN(c2csc3ccc(Cl)cc3c2=O)CC1
 : 23%, 7%
- O=S(=O)(NCCO)c1ccc(Cl)cc1
 : -2%, 0%
- COc1ccc(NC(=O)C2CCCN(S(=O)(=O)c3cn(C)cn3)C2)cc1Cl (configuration not stated)
 : 15%, -1%
- Cc1oc(-c2cccc(Cl)c2)nc1CN1CCC(C(=O)NCc2ccc(F)cc2)CC1
 : -28%, ?
- O=C(Nc1ccc(Cl)c(C(F)(F)F)c1)c1ccc(I)cc1
 : -9%, -11%
- CCCc1nn(-c2cc(Cl)ccc2OC)c2c1C(=O)CCC2
 : -6%, 3%
- CCCCN(C)C(=O)C1CCC(CNS(=O)(=O)c2ccc(Cl)cc2)CC1 (configuration not stated)
 : 7%, -26%
- O=C(NC(c1ccc(Cl)cc1)C1CC1)c1ccccc1C(F)(F)F (configuration not stated)
 : 0%, 4%
- CNC(=O)Cn1nc(-c2ccc(Cl)cc2)c2ccccc2c1=O
 : -6%, 1%

More records
Every second line gives: AID inh, UDG counter
- Nc1nc2nc(-c3ccccc3)cc(=O)n2[nH]1
 : 15%, -1%
- Cc1ccc(Nc2c(-c3c[nH]c4ccccc34)nc3cc(C)ccn23)cc1
 : ?, 79µM*
- CCOc1ccc(C(=O)Nc2ccc3nc(SCC(=O)N4CCc5ccccc54)sc3c2)cc1
 : 0%, 1%
- CCN(CC)C(=O)c1sc2c(c1C)c(=O)n(-c1ccc(C)c(C)c1)c(=O)n2Cc1cccc(Cl)c1
 : ?, -7%
- CSc1cccc(NC(=O)CSc2nnc(C(C)N3C(=O)COc4ccccc43)n2C)c1 (configuration not stated)
 : -10%, 3%
- Cc1ccc2nc(SCC(=O)Nc3ccc(C#N)cc3)[nH]c2c1
 : 12%, 24%
- CCOc1ccc2c(=O)c(Oc3ccccc3)c(C(F)(F)F)oc2c1
 : -1%, -3%
- COc1ccc(-c2noc(C(C)NC(=O)c3ccccc3Cl)n2)cc1 (configuration not stated)
 : 9%, -5%
- Cc1cccc(NC(=O)/C(C#N)=C/c2ccco2)c1
 : 18%[57.5 µM], -9%[57.5 µM]
- CCc1cccc(C)c1NC(=O)Cn1c(=O)cc(C)c2c(C)nn(-c3cccc(F)c3)c21
 : 3%, 10%
- COCCOc1ccc(C(C)NC(=O)Cc2cccs2)cc1OC (configuration not stated)
 : 2%, 6%
- CCN(CCc1ccncc1)S(=O)(=O)c1cc(N2C(=O)CCS2(=O)=O)ccc1OC
 : 13%, -11%
- CCOC(=O)C1=CNc2cc(C)nn2C1(O)C(F)(F)F (configuration not stated)
 : 3%, 2%
- CCCCNC(=S)Nc1ccc(Br)c(C)c1
 : 0%, 7%
- CCOc1ccc(NC(=O)Cn2c(=O)c3c(ncn3CCC(C)C)n(Cc3ccccc3)c2=O)cc1
 : 2%, -2%

Reformatted with each value named: entries from further up
CCOc1ccc2c(=O)c(Oc3ccccc3)c(C(F)(F)F)oc2c1
- AID inh: -1%
- UDG counter: -3%

COc1ccc(-c2noc(C(C)NC(=O)c3ccccc3Cl)n2)cc1 (configuration not stated)
- AID inh: 9%
- UDG counter: -5%

The results go on.
Every second line gives: AID inh, UDG counter
- CCC(C)(C)C1CCc2c(sc(N)c2C#N)C1 (configuration not stated)
 : -9%, -8%
- CCn1c(SCc2nc(N)nc(Nc3ccccc3)n2)nnc1C1CC1
 : -4%, -1%
- COc1cc(C2CC(=O)c3c([nH]c(C(=O)OC4CCCCC4)c3C)C2)cc(OC)c1OC (configuration not stated)
 : -11%, 1%
- COc1ccc(C(=O)OCC(=O)NC2CCC(C)CC2)cc1OC (configuration not stated)
 : -8%, 1%
- Fc1ccc(CSc2nc(NCc3ccccc3)c3ccccc3n2)cc1
 : -27%, -7%[57.5 µM]
- CSc1ccc(NC(=O)CCc2ccc(F)cc2)cc1
 : -4%, 1%
- Cc1ccc(N2CCN(S(=O)(=O)c3nnc(NC(=O)c4ccccc4)s3)CC2)cc1
 : 38%[activator], 7%
- Oc1c(C(c2ccccc2F)N2CCOCC2)sc2nc(-c3ccco3)nn12 (configuration not stated)
 : 16%, -5%[57.5 µM]
- Cc1ccc(NC(=O)CN(C)S(=O)(=O)c2ccc3[nH]c4c(c3c2)CCCC4)c(Cl)c1
 : 22%, -28%[57.5 µM]
- NC(=O)c1cccnc1NCc1cccc(C(F)(F)F)c1
 : -8%, 1%
- COc1ccccc1NC(=O)CN1C(=O)CC(c2ccc(C)c(C)c2)=Nc2ccccc21
 : ?, -5%
- COc1ccccc1N1CCN(C(=O)c2nc(SC)ncc2Cl)CC1
 : -8%, -24%
- CCc1ccc(NC(=O)C(=O)NCC(c2cccnc2)N2CCc3ccccc3C2)cc1 (configuration not stated)
 : 40%[activator], -9%
- COc1cccc(/C=C/c2nc(C#N)c(NCc3ccco3)o2)c1
 : 0%, -8%
- CC(NC(=O)CSc1ccc(C(F)(F)F)cn1)c1ccccc1 (configuration not stated)
 : -10%, 0%
- CC(NC(=O)C1CCCC1)c1ccc(Cl)cc1Cl (configuration not stated)
 : 4%, 2%
- CCCN(CCOC)Cc1ccc(C#N)cc1
 : 1%, 1%
- Cc1ccccc1CN1C(=O)C(O)(CC(=O)c2cccc(Br)c2)c2ccccc21 (configuration not stated)
 : -8%, -6%
- Cc1cc2nn(-c3ccccc3)nc2cc1NC(=O)COc1ccc(Cl)cc1
 : 78%[activator], 14%
- COc1ccc(C(=O)NCc2ccc3c(c2)CCN3C(=O)c2ccncc2)cc1
 : 4%, 2%
- CCc1ccc(C(=O)NC(Cc2ccccc2)C(=O)O)cc1 (configuration not stated)
 : -5%, -4%
- Cc1ccsc1CN1CCc2nc(Nc3ccccc3)ncc2C1
 : -5%, -6%
- COc1cc(CC(=O)OCc2ccc(Cl)cc2Cl)cc(OC)c1OC
 : -12%, -3%
- Cc1ccc(NC(=O)CN(C)S(=O)(=O)c2cccc3cccnc23)cc1F
 : -16%, 0%
- Cc1ccc2c(c1)N(CCC(=O)NCc1ccc(F)cc1)C(=O)CO2
 : 8%, 4%
- Cc1ccc2nc(COc3cccc(NC(=O)c4ccccc4Cl)c3)cc(=O)n2c1
 : 43%[activator], 20%
- COc1cccc(CNC(=O)CCC(=O)N2Cc3cccc(OC)c3Oc3ncccc32)c1OC
 : -4%, -12%
- O=C(O)c1cc([N+](=O)[O-])ccc1NCCCc1ccccc1
 : ?, -4%
- COCCn1ccc2c(OCC(=O)Nc3ccccc3F)cccc2c1=O
 : -21%, ?
- Ic1cccc(-c2nc(-c3ccccc3)no2)c1
 : 0%, 7%
- Cc1c(C(=O)O)oc2c1-c1nn(Cc3ccc(Cl)cc3)cc1CC2
 : -13%, -25%
- Cc1nc2ccccc2c(=O)n1-c1ccc(NC(=O)C(F)(F)F)cc1
 : 21%, ?
- COc1cc(/C=C/C(=O)c2ccc(O)cc2)cc(Cl)c1O
 : 15%, -1%
- COc1ccc(C=O)cc1COC(=O)COc1ccc(Cl)cc1Cl
 : -10%, -3%
- Cc1ccccc1C(=O)Nc1ccc2nc(SCCOc3ccccc3)sc2c1
 : 14%, 68%[activator]
- CCOC(=O)c1cc(-c2ccc(C)cc2)nn1Cc1ccccc1
 : 18%, 7%
- CCc1cnc2c(c1SCCC(C)C)c(=O)n(C)c(=O)n2C
 : -16%, -1%
- O=C(CC1N=C2c3ccccc3N=C(SCc3ccccc3F)N2C1=O)NCc1ccc2c(c1)OCO2 (configuration not stated)
 : ?, -29%
- Cc1cccc(C(=O)NC2CCCCC2C)c1 (configuration not stated)
 : 0%, 1%
- COc1ccc(-n2c(=O)c3sc4ccccc4c3n(CC(=O)Nc3cccc(C)c3)c2=O)cc1
 : 11%, -1%
- CC1(C)CC(=O)C(CCS(=O)(=O)Oc2ccccc2)(CCS(=O)(=O)Oc2ccccc2)C(=O)C1
 : -17%, -15%
- Cn1cc(C(=O)NCc2ccccc2Cl)c(=O)c2cc(S(=O)(=O)N3CCCCCC3)ccc21
 : -6%[57.5 µM], -7%[57.5 µM]
- O=C(Cn1c(=O)n(Cc2ccco2)c(=O)c2ccccc21)Nc1ccc(Cl)cc1Cl
 : 13%, -8%
- CCOc1cc2sc(N3CCC(C(=O)Nc4ccc(CC)cc4)CC3)nc2cc1Br
 : -2%, 10%
- CCOc1ccc(Nc2c(S(=O)(=O)c3ccc(C)cc3)cnc3cc(OC)c(OC)cc23)cc1
 : ?, -17%
- Cc1ccc(Cl)cc1N1CCN(S(=O)(=O)c2ccc3[nH]c4c(c3c2)CCCC4)CC1
 : 5%, -22%[57.5 µM]
- CC(=O)c1ccccc1NC(=O)COC(=O)c1ccc2ccccc2n1
 : -20%, 1%

Bioassay records deposited in PubChem by National Center for Advancing Translational Sciences (NCATS).

Not all compounds are listed; the hit share may differ from the screen's.
